TAAR1 antag: human TAAR1 antagonism; AID 624466; 1.5% of 360,000 active; inhibition, % at 3 µM; Q96RJ0; CHO RD-HGA16 TAAR1, Fluo-8 calcium fluorescence, antagonist;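 active = inhibition above a per-plate cutoff, the mean inhibition of test compounds on that plate plus 3 SD, cut at about 49% in these data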;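 also: 0% = DMSO plus EC80 beta-PEA response and 100% = DMSO alone without agonist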
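Test system – hTAAR1-expressing CHO RD-HGA16 cells, Gα16-coupled · Reagent – β-PEA at EC80 concentration, post-compound challenge · Compound dosing – 3 µM, single point · Timing – 140 s kinetic read after compound, 140 s after agonist · Detection – Fluo-8 intracellular calcium dye fluorescence, real-time kinetic reads · Control set – DMSO and EC80 PEA controls · Repeats – n of 1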
M1 ag parental: counter-screen for M1 agonists: effect in parental CHO-K1 cells; Fluo-8 calcium fluorescence; scaled to maximal ATP response, vehicle zero; activation, % at 3 µM; 0.48% of 360,000 active; AID 602248; in the data active = activation above about 15%;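 also: untransfected CHO-K1 host cells lacking M1 receptor as counterscreen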
CHO parental Ca: signal in parental CHO cells, OX1R antagonist counter-screen; parental CHO-K1, ATP-induced calcium, Fluo-8 fluorescence; 0.63% of 330,000 active; inhibition, % at 5.6 µM;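 active = inhibition above that plate's mean sample inhibition plus 3 SD, cut at about 26% in these data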;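 also: 0% = ATP-challenged DMSO wells and 100% = DMSO wells without ATP; some compounds past the cut are filed as inactive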
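Test system: parental CHO cells; detection: calcium-sensitive Fluo-8 fluorescence; evaluation: percent inhibition of calcium signal; also added: ATP as calcium-mobilizing challenge; repeats: one well per compound; control set: ATP-challenged DMSO wells low, unchallenged DMSO wells high; compound: single nominal dose of 5.6 µM per compound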
TAAR1 ag: human TAAR1 agonism; CHO RD-HGA16 TAAR1, Fluo-8 calcium fluorescence; vehicle wells 0%, saturating PEA agonist 100%; 0.99% of 360,000 active; activation, % at 3 µM; Q96RJ0; AID 624467;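 active = activation above the mean activation of all test compounds in the run plus 3 SD, cut at about 38% in these data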
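Assay system – CHO-derived RD-HGA16 cells with stable Gα16 and human TAAR1 · Compound dosing – one-point dosing at 3 µM (nominal) · Incubation – 17-24 h seeding, 75 min 37 °C dye, 30 min RT · Measured by – kinetic Fluo-8 calcium fluorescence · Control set – DMSO vehicle as 0%, PEA at EC100 as 100% · Repeats – single well for each compound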
M1 ag: human M1 muscarinic receptor agonism; 0.33% of 360,000 active; AID 588814; P11229; CHO-K1 hM1, Fluo-8 calcium fluorescence, agonist mode; 0% DMSO, 100% acetylcholine EC100; activation, % at 3 µM;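 active = activation above the run's mean compound activation plus 3 SD, cut at about 16% in these data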;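 also: peak over basal fluorescence ratio within a 140 s kinetic read after compound addition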
Target sequence (P11229 whole entry, looked up): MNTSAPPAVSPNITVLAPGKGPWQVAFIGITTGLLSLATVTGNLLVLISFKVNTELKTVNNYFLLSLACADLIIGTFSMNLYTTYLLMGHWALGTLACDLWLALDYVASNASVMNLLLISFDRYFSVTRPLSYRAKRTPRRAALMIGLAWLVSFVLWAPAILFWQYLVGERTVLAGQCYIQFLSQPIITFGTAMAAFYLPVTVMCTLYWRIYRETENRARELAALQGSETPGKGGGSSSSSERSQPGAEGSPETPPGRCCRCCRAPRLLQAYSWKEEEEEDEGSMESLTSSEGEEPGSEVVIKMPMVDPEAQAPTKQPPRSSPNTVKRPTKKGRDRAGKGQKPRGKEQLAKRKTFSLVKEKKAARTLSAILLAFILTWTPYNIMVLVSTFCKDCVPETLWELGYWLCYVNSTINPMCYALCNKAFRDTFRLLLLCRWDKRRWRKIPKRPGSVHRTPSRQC
V1R ag counter: activates human V1a receptor in oxytocin agonist counter-screen. P37288. activation, % at 3 µM. 0.25% of 320,000 active. CHO-V1R cells, Fluo-8 calcium fluorescence, agonist mode; 0% DMSO, 100% 3 nM vasopressin;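 active = activation above the mean activation of all tested compounds plus 3 SD, per screening run, cut at about 20% in these data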;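 also: signal is peak over basal fluorescence ratio across a 100 second FLIPR read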
Target sequence (P37288 whole entry, looked up): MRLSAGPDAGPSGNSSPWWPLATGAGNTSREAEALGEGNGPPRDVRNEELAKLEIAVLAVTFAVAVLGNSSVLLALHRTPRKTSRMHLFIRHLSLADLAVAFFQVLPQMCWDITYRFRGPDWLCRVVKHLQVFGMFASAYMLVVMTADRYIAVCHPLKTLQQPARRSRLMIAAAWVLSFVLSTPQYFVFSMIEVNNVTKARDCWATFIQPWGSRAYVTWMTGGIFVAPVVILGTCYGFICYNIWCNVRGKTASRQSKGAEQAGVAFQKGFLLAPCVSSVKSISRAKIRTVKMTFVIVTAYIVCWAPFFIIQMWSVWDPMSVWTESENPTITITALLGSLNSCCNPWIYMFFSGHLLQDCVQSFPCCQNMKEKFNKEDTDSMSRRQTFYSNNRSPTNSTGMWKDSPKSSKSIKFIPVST
OXTR potentiate: potentiates the human oxytocin receptor response | CHO-OTR cells, Fluo-8 calcium fluorescence, potentiator mode; 0% = oxytocin EC15, 100% = EC100 | activation, % at 3 µM | 0.061% of 320,000 active;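 active = activation above that plate's cutoff, the mean activation of tested compounds plus 3 SD, cut at about 6.6% in these data, passing the limit was not always enough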;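 also: 100% uses oxytocin at 75 nM as the full agonist control; some results filed as inactive read as strong as hits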
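Measured by – Fluo-8 calcium dye fluorescence · Test system – human OTR in CHO cells · Dosing – one concentration, 3.0 µM compound · Controls – EC15 oxytocin alone as 0%, 75 nM oxytocin as 100% · Evaluation – normalized max/min fluorescence ratio, % activation · Timing – 6 min pre-incubation, 100 s read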
CHO-K1 Ca antag: counter-screen for M1 antagonists: effect in parental CHO-K1 cells; inhibition, % at 3 µM; ATP-induced calcium, Fluo-8 fluorescence; AID 602250; 0.6% of 360,000 active;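 active = inhibition above a per-plate cutoff, the plate's mean sample inhibition plus 3 SD, cut at about 24% in these data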;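 also: 0% = DMSO plus EC80 ATP and 100% = DMSO alone without ATP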
CHO-K1 Ca PAM: M1 PAM counterscreen hit in parental CHO-K1 cells. ATP EC20, Fluo-8 calcium fluorescence; 0% at ATP EC20, 100% at ATP max. activation, % at 3 µM. 0.02% of 360,000 active. AID 602247;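 active = activation above the run cutoff, the mean activation of all test compounds plus 3 SD, cut at about 40% in these data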;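 also: peak over basal fluorescence ratio in a 140 s read after ATP addition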
The depositor's hits bear a star; / = no result given.

SMILES	TAAR1 antag	M1 ag parental	CHO parental Ca	TAAR1 ag	M1 ag	V1R ag counter	OXTR potentiate	CHO-K1 Ca antag	CHO-K1 Ca PAM
COc1ccc(NC(=O)Cn2ncn3nc(-c4ccc(OC)cc4)cc3c2=O)cc1	-2	0.6	3	5	0	0.5	-5	-7	24
COC(=O)CSc1nc(N2CCOCC2)c2c(c1C#N)CC(C)(C)N(C)C2	24	1.4	-10	3	-3	-0.4	-10	3	-2
CSc1ncccc1C(=O)OCC(=O)N1CCCC1	101*	0.0	-6	-3	-3	0.2	-6	-12	7
CC1CCN(S(=O)(=O)c2ccc(NC(=O)C3CC(=O)N(c4ccccc4)C3)cc2)CC1 (configuration not stated)	25	3.2	-10	7	-5	4.0	-7	-8	-3
Cc1ccc(CNC(=O)C2CC3Cn4c(nc5cc(C)c(C)cc54)C3N2C)o1 (configuration not stated)	-5	0.1	-13	6	-10	-0.2	-12	-11	9
O=C(N/N=C/c1ccc2c(c1)OCO2)c1sc2cc(Cl)ccc2c1Cl	9	0.6	-5	1	-4	0.1	-3	-3	10
O=C(CNC(=O)c1ccc(-c2ccccc2)cc1)OCc1ccc(Cl)cc1	-20	-0.1	-4	0	-4	0.6	-4	-6	16
Cc1nc(C(F)(F)F)ccc1C(=O)N1CCCC(C)(C(=O)O)C1 (configuration not stated)	7	0.6	/	0	-2	/	/	-6	3
Cc1nc(NC(=O)/C=C/c2ccccc2)sc1C(=O)N(C)C	1	0.0	-13	2	-4	0.5	-1	5	10
COc1ccc(CCC(=O)NCc2ccccc2OC)cc1	8	0.0	-5	0	-3	-0.4	-1	-13	-5
Cc1ccc(C)c(NC(=O)C2C3C=CC(O3)C2C(=O)O)c1 (configuration not stated)	-4	-0.7	/	2	-2	/	/	17	-20
NC(=O)c1cc(C(N)=O)nc(Cl)n1	-18	0.4	-3	1	-2	0.3	-2	-10	-13
CC(=O)c1cn(CC(=O)NCC2CCCO2)c2ccccc12 (configuration not stated)	3	0.7	0	8	-2	1.0	-6	-2	1
N#CC1(c2ccccc2)CCC(NCCc2ccccc2)CC1 (configuration not stated)	9	4.1	-10	41*	-10	5.3	-19	-8	-3
O=S(=O)(CCS(=O)(=O)c1ccccc1)c1ccccc1	10	-0.4	/	4	-4	/	/	8	-19
COc1ccc(N2CC(C(=O)OCC(=O)c3cccc(OC)c3)CC2=O)cc1 (configuration not stated)	6	0.7	4	11	-2	0.8	-2	4	16
Cc1cccc(N2CCN(C(=O)c3ccc(CS(=O)Cc4ccc(Cl)cc4)o3)CC2)c1C (configuration not stated)	-8	6.9	-19	1	-2	2.6	-9	-11	8
CSc1sc(C(=O)NCC2CC2)cc1S(=O)(=O)C(C)C	-13	1.2	-11	1	-7	-1.7	-6	-9	22
CSc1nsc(NC(=O)OCc2ccc(Cl)cc2)n1	7	11	3	9	2	10	-11	-6	-7
COC(=O)c1sccc1NC(=O)CN(C)NS(=O)(=O)c1ccc(F)cc1	-31	0.3	-6	5	1	1.7	-6	1	10

A draw from above in order of length of the SMILES, lowest first:
SMILES	TAAR1 antag	M1 ag parental	CHO parental Ca	TAAR1 ag	M1 ag	V1R ag counter	OXTR potentiate	CHO-K1 Ca antag	CHO-K1 Ca PAM
NC(=O)c1cc(C(N)=O)nc(Cl)n1	-18	0.4	-3	1	-2	0.3	-2	-10	-13
CSc1nsc(NC(=O)OCc2ccc(Cl)cc2)n1	7	11	3	9	2	10	-11	-6	-7
N#CC1(c2ccccc2)CCC(NCCc2ccccc2)CC1 (configuration not stated)	9	4.1	-10	41*	-10	5.3	-19	-8	-3
O=S(=O)(CCS(=O)(=O)c1ccccc1)c1ccccc1	10	-0.4	/	4	-4	/	/	8	-19
CSc1sc(C(=O)NCC2CC2)cc1S(=O)(=O)C(C)C	-13	1.2	-11	1	-7	-1.7	-6	-9	22
Cc1nc(NC(=O)/C=C/c2ccccc2)sc1C(=O)N(C)C	1	0.0	-13	2	-4	0.5	-1	5	10
Cc1ccc(C)c(NC(=O)C2C3C=CC(O3)C2C(=O)O)c1 (configuration not stated)	-4	-0.7	/	2	-2	/	/	17	-20
Cc1nc(C(F)(F)F)ccc1C(=O)N1CCCC(C)(C(=O)O)C1 (configuration not stated)	7	0.6	/	0	-2	/	/	-6	3
O=C(N/N=C/c1ccc2c(c1)OCO2)c1sc2cc(Cl)ccc2c1Cl	9	0.6	-5	1	-4	0.1	-3	-3	10
COC(=O)c1sccc1NC(=O)CN(C)NS(=O)(=O)c1ccc(F)cc1	-31	0.3	-6	5	1	1.7	-6	1	10
COc1ccc(N2CC(C(=O)OCC(=O)c3cccc(OC)c3)CC2=O)cc1 (configuration not stated)	6	0.7	4	11	-2	0.8	-2	4	16
Cc1cccc(N2CCN(C(=O)c3ccc(CS(=O)Cc4ccc(Cl)cc4)o3)CC2)c1C (configuration not stated)	-8	6.9	-19	1	-2	2.6	-9	-11	8

The listing continues:
SMILES	TAAR1 antag	M1 ag parental	CHO parental Ca	TAAR1 ag	M1 ag	V1R ag counter	OXTR potentiate	CHO-K1 Ca antag	CHO-K1 Ca PAM
CN(C)N1C(N)=C(C#N)C(c2ccc(Br)cc2)C2=C1CC(C)(C)CC2=O (configuration not stated)	-35	0.7	-12	0	-6	-0.1	-11	-2	-11
CCOC(=O)C(CC)Sc1ccc2nnc(-c3cccnc3)n2n1 (configuration not stated)	-22	0.4	-18	3	-6	5.4	-5	-8	7
Cc1ccc(C(CC(=O)N2CCOCC2)c2ccco2)cc1 (configuration not stated)	0	-0.2	-17	2	-2	-1.6	-13	3	7
CC(=O)c1ccc(N2CCN(C(=O)C3CCCN(c4ncnc5c4nc4n5CCCCC4)C3)CC2)cc1 (configuration not stated)	36	7.9	-15	9	0	3.2	-9	-8	1
CCOc1ccc(NC(=O)CN(C)S(=O)(=O)c2cccs2)cc1	-11	0.8	-21	6	-2	-0.6	-4	-8	10
CC(=O)n1nc(-c2ccc(C)cc2)nc1NCc1ccc(F)cc1	-32	-0.2	/	2	-3	/	/	-15	19
COc1ccccc1-n1cnnc1SC(C)C(=O)NCC1CCCO1 (configuration not stated)	-9	0.6	3	1	-3	0.4	-1	-21	9
CCOC(=O)C(=O)NN=C(c1ccccc1)c1ccccc1	-30	2.7	-15	0	-4	-0.2	-2	-5	5
CN=c1sc(C(=O)Nc2cccc(Cl)c2)cc(=O)n1C	11	0.0	-2	21	3	1.2	-4	-7	13
CCCCc1ccc(-c2csc(/C(C#N)=C\c3ccco3)n2)cc1	-3	0.1	-7	0	1	1.9	-5	-2	19
CC1CC(C)CN(c2nc(N(C)c3ccccc3)nc(N)c2[N+](=O)[O-])C1 (configuration not stated)	-18	1.5	-28	9	-5	-1.2	-8	-6	9
COc1ccc(CN(C)C(=O)c2ccncc2)c(OC)c1	-13	0.4	7	1	-2	0.0	-10	10	-14
Cc1ccc(CN(CC(=O)N/N=C/c2ccco2)S(=O)(=O)c2ccc(C)cc2)cc1	0	-0.1	-36	7	-4	2.1	-19	-16	24
CCN(CC)S(=O)(=O)c1ccc(NC(=O)c2cnccn2)cc1	-9	0.4	2	1	-3	1.0	1	3	-18
Cn1c(=O)[nH]c(=O)c2c1nc(Br)n2Cc1ccccc1F	-7	1.0	-4	17	-1	2.4	-3	1	13
CC(C)CC1NC(=O)N(CC(=O)Nc2ccccc2-c2ccccc2)C1=O (configuration not stated)	-17	2.5	-16	2	-4	0.3	-7	-12	3
COc1cccc(CN2CCNC(=O)C2CC(=O)NCCCn2ccnc2)c1 (configuration not stated)	-6	0.2	2	0	-3	-0.1	-3	-14	17
NC1=NC(=Nc2ccc(Br)cc2)c2ccccc21	2	0.5	-3	1	-8	0.2	2	-12	19
CCN(CC)S(=O)(=O)c1ccc(N2CCOCC2)c(NC(=O)c2ccco2)c1	-9	-0.1	-10	4	0	1.4	-6	-2	8
CN1C2CCC1CC(NC(=O)CSc1ccc(Cl)cc1)C2 (configuration not stated)	-8	3.9	15	1	-8	-0.1	-10	-9	3
O=C(CSc1ccc2ccccc2c1)N1CCN(c2ccc(O)cc2)CC1	3	3.1	3	14	-1	6.2	-6	0	-19
Oc1c(Br)cc(Cl)cc1C=Nc1ccc(N2CCOCC2)cc1	-1	-1.0	-6	0	-5	0.2	-9	5	6
CN(C)C(=O)c1ccc(NC(=O)COC(=O)Cn2cc(C(F)(F)F)ccc2=O)cc1	-6	0.1	-3	15	-1	1.7	-1	-1	5
Cc1ccc(C)c(NC(=O)CCCCCCCCCCC2COCCO2)c1 (configuration not stated)	-5	0.0	-2	4	-5	0.5	-8	8	-4
COc1cc(C2CC(=O)N3CN(Cc4ccccc4)CSC3=C2C#N)ccc1OCc1ccccc1 (configuration not stated)	17	2.0	-11	22	-4	-0.5	-10	3	19
O=C1N/C(=N/N=C/c2ccco2)SC1Cc1ccccc1 (configuration not stated)	-16	1.9	-10	0	-4	-0.5	-13	1	2
O=C(CCCc1ccccc1)Nc1ccccc1[N+](=O)[O-]	-6	0.1	-12	-1	-3	-1.0	5	-12	10
C/C(=N/Nc1ccccc1C(=O)O)c1cccs1	-18	0.9	-11	5	-1	0.2	-3	-11	16
Cc1noc(C)c1COc1ccc(C(=O)OCC(=O)N2CC(=O)Nc3ccccc32)cc1	5	5.2	-2	9	2	1.1	-3	-32	11

Looked up above.
Result for C/C(=N/Nc1ccccc1C(=O)O)c1cccs1 under CHO-K1 Ca PAM: 16
Result for O=C1N/C(=N/N=C/c2ccco2)SC1Cc1ccccc1 (configuration not stated) under CHO-K1 Ca PAM: 2

Assay outcomes (PubChem BioAssay)
